Source: PubChem BioAssay (The Scripps Research Institute Molecular Screening Center)
PLC-gamma1 inh: inhibitors of human phospholipase C gamma1 | P19174 | purified PLC-gamma1, fluorogenic substrate, fluorescence | inhibition, % at 12.2 µM | hit rate 0.84% among 370,000 | AID 720700; in the data active = inhibition above about 9.5%
hgDAF-12 ag: agonists of H. glycines DAF-12 nuclear receptor | AID 687014 | HEK293 GAL4-hgDAF12 UAS-luciferase reporter, agonist luminescence; normalized to butyrate control | activation, % at 6.8 µM | hit rate 1.8% among 370,000;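 active = activation above a cutoff set at the mean of all screened compounds plus 3 SD, cut at about 10% in these data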;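 note: 0% = DMSO wells and 100% = sodium butyrate wells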
ADAM10 inh: inhibitors of human ADAM10. inhibition, % at 7 µM. hit rate 0.62% among 370,000. AID 720582. O14672. recombinant ADAM10, EDANS/DABCYL FRET peptide cleavage, 3 h;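 active = inhibition above a per-campaign cutoff equal to the mean of compounds falling between control-based bounds plus 3 SD, cut at about 20% in these data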;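 note: 0% = DMSO wells while the 100% control is not disclosed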
hcDAF-12 act: H. contortus DAF-12 activation, primary screen; HEK293 hcDAF-12 lit1-tk-luc reporter, luminescence; 0% DMSO, 100% Δ7-dafachronic acid; activation, % at 6.8 µM; hit rate 1.4% among 370,000;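 active = activation above the mean of all tested compounds plus 3 SD, cut at about 5.5% in these data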;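 note: 100% = response to 3 µM Δ7-dafachronic acid high control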
DAX1 inh-1: NR0B1 (DAX1) inhibition. P51843. HEK293 Gal4-DAX1 luciferase reporter, luminescence. inhibition, % at 6.75 µM. hit rate 0.99% among 340,000. AID 504766;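 active = inhibition above the mean over all tested compounds plus 3 SD, cut at about 4.2% in these data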;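 note: 0% = DAX1-transfected cells with DMSO and 100% = empty-vector control cells with DMSO; inhibition shows as a rise in luminescence from relieved DAX1 repression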
Target sequence (P51843 207-470 limits assumed): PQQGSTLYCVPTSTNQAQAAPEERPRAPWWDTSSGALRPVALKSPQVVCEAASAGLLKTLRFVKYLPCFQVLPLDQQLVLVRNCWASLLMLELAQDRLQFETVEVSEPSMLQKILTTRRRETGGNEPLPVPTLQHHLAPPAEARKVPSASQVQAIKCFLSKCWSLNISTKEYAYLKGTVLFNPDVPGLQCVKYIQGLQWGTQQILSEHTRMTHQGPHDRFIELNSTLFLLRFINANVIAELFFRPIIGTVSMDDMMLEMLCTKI
ssDAF-12 act: activators of S. stercoralis DAF-12 nuclear receptor. activation, % at 6.8 µM. hit rate 1% among 370,000. HEK293 ssDAF-12/GRIP1 lit1-tk-luc reporter, luminescence; % of 3 µM dafachronic acid response. AID 652126;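 active = activation above the mean over all tested compounds plus 3 SD, cut at about 0.9% in these data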;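 note: 0% = DMSO-only wells and 100% = 3 µM delta7-dafachronic acid wells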
ADAM17 inh: ADAM17 inhibition, QFRET primary screen | inhibition, % at 6.95 µM | P78536 | recombinant ADAM17, EDANS/DABCYL FRET peptide cleavage | hit rate 0.83% among 370,000;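 active = inhibition above the mean of compounds lying between control limits plus 3 SD, set per campaign, cut at about 8.5% in these data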;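 note: 0% = DMSO-only wells as the low control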
sPLA2-III inh: Blocks human group III sPLA2 activity | QFRET BODIPY PC-A2 liposome hydrolysis, fluorescence | inhibition, % at 12.2 µM | hit rate 0.56% among 370,000 | AID 743126;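 active = inhibition above mean plus 3 SD of compounds lying within the high and low control bounds, cut at about 19% in these data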;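 note: 0% = median of test compound wells and 100% = no enzyme DMSO wells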
Target sequence (Q9NZ20 whole entry, looked up): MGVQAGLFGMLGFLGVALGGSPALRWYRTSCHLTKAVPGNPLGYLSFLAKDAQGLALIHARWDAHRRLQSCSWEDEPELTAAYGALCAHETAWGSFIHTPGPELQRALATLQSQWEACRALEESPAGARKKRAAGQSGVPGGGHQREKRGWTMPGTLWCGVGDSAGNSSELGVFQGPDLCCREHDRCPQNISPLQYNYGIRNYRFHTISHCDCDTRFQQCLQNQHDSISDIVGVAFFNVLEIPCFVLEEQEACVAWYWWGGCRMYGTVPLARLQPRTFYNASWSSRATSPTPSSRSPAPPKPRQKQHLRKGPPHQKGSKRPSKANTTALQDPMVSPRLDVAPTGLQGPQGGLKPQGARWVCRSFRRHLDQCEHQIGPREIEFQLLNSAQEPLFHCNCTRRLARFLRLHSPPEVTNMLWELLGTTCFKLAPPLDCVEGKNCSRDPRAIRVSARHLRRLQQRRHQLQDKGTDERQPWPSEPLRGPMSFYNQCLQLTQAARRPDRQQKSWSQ
FXN GAA850 act: activators of GAA850 frataxin (FXN) promoter | activation, % at 6 µM | hit rate 0.56% among 360,000 | HEK293 lucGAA850 FXN promoter luciferase reporter, 24 h; percent of 10 µM SAHA response | AID 540364;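 active = activation above the average of all compounds screened plus 3 SD, cutoff fixed separately per campaign, cut at about 7.5% in these data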;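 note: 0% = DMSO wells and 100% = 10 µM SAHA wells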
DAX1 inh-2: DAX1 (NR0B1) inhibition, primary screen. HEK293T StAR-luciferase reporter, SF-1/DAX-1 repression relief. inhibition, % at 6.8 µM. hit rate 1.1% among 370,000. AID 652010;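 active = inhibition above the mean over all tested compounds plus 3 SD, cut at about 3.6% in these data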;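 note: 0% = DAX-1 cells with DMSO and 100% = cells lacking DAX-1 with DMSO; higher inhibition means more luminescence from relief of DAX-1 repression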
PLCb3 inh: PLC-beta3 (human) inhibition, primary screen | hit rate 0.18% among 370,000 | Q01970 | Purified PLC-beta3, fluorogenic substrate, fluorescence | inhibition, % at 12.2 µM; in the data active = inhibition above about 11%;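 note: 0% = median of compound wells on plate and 100% = full blocker control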
Starred values were filed as active, the others as inactive; i = inactive; . = no result given. Hits appear at their usual frequency (roughly 6.9% active in at least one column).

SMILES	PLC-gamma1 inh	hgDAF-12 ag	ADAM10 inh	hcDAF-12 act	DAX1 inh-1	ssDAF-12 act	ADAM17 inh	sPLA2-III inh	FXN GAA850 act	DAX1 inh-2	PLCb3 inh
O=C(NCC(c1ccco1)N1CCCC1)c1cccc(S(=O)(=O)N2CCCCC2)c1 (centres undefined)	-4	-1.9	-3	0.5	-0.5	-0.7	-2	3	-2.9	-0.9	1
CC1CCCCN1C(=O)C12CCC(C)(C(=O)C1)C2(C)C (centres undefined)	-1	-1.7	4	0.1	0.8	-2.0	-2	3	0.1	-0.1	3
CN(C(=O)c1coc(=O)c2ccccc12)c1ccc(Br)cc1	-7	3.2	-2	-0.8	0.4	-1.2	-3	-1	1.6	0.0	-14
CC(=O)c1c(N)c(C#N)c(C)n1-c1ccc(Br)cc1	-1	1.1	-5	-0.9	-0.5	-1.0	-2	-2	3.4	0.3	0
COC(=O)c1sccc1OC(C)C(C)=O (centres undefined)	4	1.0	3	-0.1	0.7	-1.0	3	3	1.4	-0.1	3
O=C(N/N=C/c1ccc(Br)s1)c1ccc([N+](=O)[O-])cc1	5	2.1	-3	-2.6	-0.8	-1.4	2	1	-2.3	0.2	-1
O=C(COC(=O)c1cccc(F)c1)NC(=O)NC1CCCC1	-3	-0.1	6	0.6	0.1	-1.3	-2	6	4.7	1.2	-8
O=C(NCc1ccco1)Nc1nnc([C@H]2C[C@H](O)[C@@H](CO)O2)s1	3	2.4	-5	3.4	.	-1.2	-3	0	-0.4	0.4	0
O=C(N/N=C/c1ccc(N2CCOCC2)cc1)c1ccccc1NS(=O)(=O)c1cccs1	i	1.3	-162	1.4	0.4	0.3	-56	-6	1.1	1.1	i
NC(=O)Cn1nc(C(F)(F)F)c2c1CCCC2	-1	-3.0	4	0.3	0.3	-1.4	-5	19	1.7	-0.2	-8
O=C(CSc1nc2ncc(Br)cc2[nH]1)c1ccc([N+](=O)[O-])cc1	-2	-1.8	11	-0.1	-0.5	0.8	2	-25	0.8	-0.6	-1
CCOC(=O)N1CCN(S(=O)(=O)c2cccc3nonc23)CC1	0	-0.2	6	-1.8	0.6	-0.9	0	3	-0.1	0.2	4
CC(=O)Nc1ccc(-c2cn3cccnc3n2)cc1	i	6.9	i	-0.4	1.2	-1.1	i	3	7.1	0.5	i
CCN(CC)CCCNC(=O)c1cc(-c2ccc(Cl)cc2)on1	1	0.0	-6	-2.0	0.4	-1.1	-4	3	-1.9	0.1	-5
Cn1cccc1CNC1CCCCC1	-1	1.4	5	-1.4	-1.2	-1.3	-6	6	-0.8	1.2	0
CC1CCN(C(=O)CNC(=O)Cc2ccccc2)CC1	-2	3.2	-1	0.8	1.7	-1.2	-6	4	3.1	1.2	-4
Cc1noc(NS(=O)(=O)c2ccc(NC(=O)Cc3ccc([N+](=O)[O-])cc3)cc2)c1C	-1	0.4	-5	-0.4	0.5	-0.6	1	-33	0.6	1.8	-9
CC1C(C)C(O)(c2ccccc2)CCN1C (centres undefined)	0	-0.1	2	1.2	0.4	-0.6	-1	4	1.1	-0.1	1
CC(C)(C)c1ccccc1OCCCCN1CCCC1	1	0.2	6	-0.6	-0.2	-1.4	-5	9	-2.0	0.2	0
Cc1ccccc1NC(=O)c1c(C)cc(=O)oc1C	-4	0.7	1	1.7	-0.1	-1.6	-12	23*	0.9	-0.1	6
CC1(C(=O)Nc2ccc3ccccc3c2)CC1(Br)Br (centres undefined)	-1	-2.3	4	-1.1	-0.6	-1.2	-1	4	0.9	0.2	-5
Cc1ccc(S(=O)(=O)N2CCN(CCc3ccccc3)CC2)c(C)c1	2	-5.6	-1	-2.9	-1.0	-1.4	1	-5	-1.1	-0.6	-3
CC(NC(=O)CN(Cc1ccccc1)S(=O)(=O)c1ccccc1)c1cccnc1 (centres undefined)	1	-2.9	-5	-0.3	-0.4	-0.9	-5	9	1.8	-0.4	1
CCN(C(=O)COC(=O)Cn1c(C)csc1=O)c1c(N)n(Cc2ccccc2)c(=O)[nH]c1=O	3	0.6	-5	-0.6	0.1	-0.2	1	11	-2.2	1.4	-2
O=C(N/N=C/c1cccnc1)c1ccccc1OCc1ccc(Br)cc1	2	5.9	-2	-2.7	-1.0	-1.5	-1	-11	-1.7	-2.3	2
COc1ccccc1NCC(=O)c1ccc(C)c(C)c1	3	-0.9	-2	-2.4	-0.7	-1.5	-1	7	-2.3	-0.2	2
CCOC(=O)C1=CCN(S(=O)(=O)c2ccc(C)cc2)C1c1ccc(C(C)C)cc1 (centres undefined)	-1	-1.3	5	-2.8	.	-1.0	4	-17	.	-2.4	-2
COc1ccccc1NC(=O)CSc1nc(N)cc(N)n1	1	4.5	-5	-1.9	-0.9	-1.1	-3	0	-2.0	-0.1	3
O=C(Nc1cccc2c1CCCC2)c1ccc(Br)o1	0	-0.5	-9	-1.9	-1.0	-1.4	-6	-2	-0.7	-0.6	0
CCOC(=O)CSC1=C(C#N)C(c2sccc2C)CC(=O)N1 (centres undefined)	0	-2.7	2	-2.4	-2.1	-2.5	-5	-3	-2.3	-1.2	-3
CC(C)(C)NC(=O)NC(=O)COC(=O)C1(C)CC1(Cl)Cl (centres undefined)	1	2.9	1	-0.6	-0.5	-1.0	-2	2	2.6	-0.6	1
CC(C(=O)Nc1ccccn1)(c1ccccc1)c1ccccc1	-1	2.1	6	-0.6	-0.1	-1.4	1	-4	0.9	0.5	-6
Cc1nc2ncnn2c(C)c1CCC(=O)NC(C)c1ccc2c(c1)OCCO2 (centres undefined)	0	1.3	-1	1.0	-0.5	-0.9	-1	2	0.7	0.5	-3
Cc1ccc(NNC(=O)c2cccs2)cc1Cl	0	1.5	-2	-0.9	2.1	-0.9	-1	0	2.4	0.0	-7
O=C(N/N=C\c1cn(-c2ccccc2)nc1-c1ccccc1)c1ccc(Br)o1	-4	4.6	3	9.4*	-0.9	-0.2	0	-12	2.9	-0.5	-9
CCC1(C2=CCCCC2)C(=O)NC(=S)N=C1N (centres undefined)	-1	-0.2	-3	-0.3	-0.9	-0.4	-1	-3	-0.8	-0.1	4
C/C=C/c1cnc2c(c1)C(=O)N([C@@H](C)CO)C[C@H](C)[C@@H](CN(C)S(=O)(=O)c1ccc(C)cc1)O2	-2	1.1	-12	-1.5	2.4	-0.3	2	-5	-0.8	-0.9	3
Cc1cccn2c(CN(C)CCC3CCCCO3)c(C(=O)N3CCCCC3)nc12 (centres undefined)	3	-0.6	-9	0.8	-1.1	-1.4	-2	-2	2.5	-0.8	-1
NC(N)=NN=C1CCCCCCCCCCC1	-1	1.7	-6	-1.9	-0.3	-1.0	-1	12	-1.1	0.0	0
CC(C)(C)C1CCc2c(sc(NC(=O)C3CCCO3)c2C(N)=O)C1 (centres undefined)	-2	1.6	8	-2.0	0.1	-1.4	-4	-7	1.4	-0.7	-2
Cc1cccc(C(=O)Nc2ccc(C(=O)N3CCCCC3C)cc2)c1 (centres undefined)	-3	3.9	-2	-1.9	0.0	-1.4	-2	2	2.4	0.9	-12
COc1ccc2[nH]c(=O)c(CN(CC3CCCO3)S(=O)(=O)c3ccccc3)cc2c1 (centres undefined)	-28	0.9	-248	-2.1	0.7	-1.4	-84	-7	0.9	-0.1	-34
O=C(NCCNc1ccc([N+](=O)[O-])cc1)c1ccco1	2	3.2	0	-1.7	4.5*	-0.9	-4	9	-0.8	-0.8	3
Cc1ccc(C(=O)C(NC(=O)c2ccco2)N2CCOCC2)cc1 (centres undefined)	-4	3.6	-8	2.1	1.0	0.6	-3	-5	2.1	1.3	2
COc1ccc(CCNC(=O)CSc2nncn2N)cc1OC	-3	0.6	0	1.4	1.0	-1.7	-3	0	0.5	1.6	0
O=C(NC(CO)c1ccccc1)c1ccco1 (centres undefined)	1	-0.6	4	-1.1	0.1	-1.2	4	0	-0.2	-0.3	2
Cc1ccc(C)c(NC(=O)CN(C)C(=O)c2ccc(-c3cccc(C(F)(F)F)c3)o2)c1	-2	1.4	-2	-0.2	0.8	-1.1	-3	-3	0.1	1.5	-8
O=[N+]([O-])c1ccc(S(=O)(=O)N(CC(O)CN2CCCCC2)c2ccccc2)cc1 (centres undefined)	1	2.0	-10	-0.3	0.5	-0.8	-1	1	-1.6	-0.3	-7

Structural class, the entries above with two or more sulfur atoms.
SMILES	PLC-gamma1 inh	hgDAF-12 ag	ADAM10 inh	hcDAF-12 act	DAX1 inh-1	ssDAF-12 act	ADAM17 inh	sPLA2-III inh	FXN GAA850 act	DAX1 inh-2	PLCb3 inh
O=C(N/N=C/c1ccc(N2CCOCC2)cc1)c1ccccc1NS(=O)(=O)c1cccs1	i	1.3	-162	1.4	0.4	0.3	-56	-6	1.1	1.1	i
CCOC(=O)CSC1=C(C#N)C(c2sccc2C)CC(=O)N1 (centres undefined)	0	-2.7	2	-2.4	-2.1	-2.5	-5	-3	-2.3	-1.2	-3

Additional entries follow:
SMILES	PLC-gamma1 inh	hgDAF-12 ag	ADAM10 inh	hcDAF-12 act	DAX1 inh-1	ssDAF-12 act	ADAM17 inh	sPLA2-III inh	FXN GAA850 act	DAX1 inh-2	PLCb3 inh
CCN(CC)CC#CCC(C)(c1ccccc1)c1ccccc1	2	4.0	2	-1.0	-1.1	-1.8	-3	-9	0.0	-0.7	5
CCCCN(Cc1ccccc1)S(=O)(=O)c1ccc2c(c1)n(C)c(=O)c(=O)n2C	3	-3.3	1	0.1	0.3	-1.0	0	-4	-2.1	-0.8	-5
COCCn1nnnc1CN1CCC(NC(=O)Nc2cccc(OC)c2)CC1	7	-1.1	-3	0.0	-0.2	-0.7	1	12	-1.1	0.0	1
O=C(c1cc(C2CCCCN2S(=O)(=O)c2ccc(F)cc2F)on1)N1CCOCC1 (centres undefined)	1	1.8	-5	-1.4	.	-1.5	-1	-2	-0.9	0.4	3
COCCc1ncc(CN2CCC(C(=O)Nc3ccc(-n4cccn4)cc3)CC2)cn1	0	-1.2	0	0.4	2.5	-0.5	3	9	0.0	0.0	-3
CC1(C)Cc2ccccc2C(NNC(=O)c2cccnc2)=N1	2	1.2	-5	-1.3	-0.3	-1.0	0	-6	-1.0	-0.2	2
CCN(c1ccccc1)S(=O)(=O)c1cc(C(=O)OCC(=O)c2c(N)n(C)c(=O)n(C)c2=O)ccc1C	5	-4.5	-16	-0.6	-0.9	-0.8	-3	11	0.1	-1.3	-5
COc1cccc(CN2CCNC(=O)C2CC(=O)NC2CCCCC2)c1OC (centres undefined)	-4	-2.0	-16	2.2	0.2	-1.0	-2	-3	-0.7	0.0	-12
COc1cc(/C=C2/NC(=O)N(Cc3ccccc3F)C2=O)ccc1Oc1ccc([N+](=O)[O-])cn1	1	0.5	1	1.3	1.4	-1.0	0	-6	0.8	-0.2	4
CC1CCCCC12NC(=O)N(Cc1cc(=O)n3ccsc3n1)C2=O (centres undefined)	-13	3.5	-5	0.1	1.7	-1.1	-12	-1	1.1	0.4	-25
CC(C)COc1ccc(C(=O)OC2CC(C)(C)OCC2CN(C)C)cc1 (centres undefined)	1	1.9	6	-0.6	0.9	-0.8	-1	-19	0.3	0.2	0
